12-LOX inh = ALOX12 (human) lipoxygenase inhibition; AID 1671190; P18054; actives 1.1% (n = 580,000); Potency, µM (top dose mostly 108 µM), inactives show at the top dose activity change, negative = inhibition, actives largely listed as inhibitors; purified 12hLO, xylenol orange hydroperoxide absorbance; active = well fitted inhibition curve with a large enough effect; inconclusive = small, poorly fitted or top-dose-only effect, or another doubt; inactive = no such curve, though single readings can be large or run the other way
Target sequence (P18054 whole entry, looked up): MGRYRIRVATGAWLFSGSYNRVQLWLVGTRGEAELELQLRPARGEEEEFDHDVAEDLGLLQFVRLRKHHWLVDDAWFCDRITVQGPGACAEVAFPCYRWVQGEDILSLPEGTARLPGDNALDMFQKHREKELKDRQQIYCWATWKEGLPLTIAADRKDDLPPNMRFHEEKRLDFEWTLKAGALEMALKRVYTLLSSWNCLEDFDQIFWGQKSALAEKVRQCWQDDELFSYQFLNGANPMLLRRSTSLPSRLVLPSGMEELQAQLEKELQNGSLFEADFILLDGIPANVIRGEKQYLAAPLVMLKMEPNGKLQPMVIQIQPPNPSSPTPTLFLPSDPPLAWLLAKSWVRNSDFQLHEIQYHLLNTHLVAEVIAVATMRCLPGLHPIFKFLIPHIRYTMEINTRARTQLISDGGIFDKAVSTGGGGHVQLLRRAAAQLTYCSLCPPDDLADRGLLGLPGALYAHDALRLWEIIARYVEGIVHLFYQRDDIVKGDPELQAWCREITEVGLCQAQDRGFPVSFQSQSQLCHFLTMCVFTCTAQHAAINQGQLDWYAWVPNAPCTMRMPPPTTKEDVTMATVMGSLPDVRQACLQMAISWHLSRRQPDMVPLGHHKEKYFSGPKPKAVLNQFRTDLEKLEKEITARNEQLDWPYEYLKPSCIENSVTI
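Hydroperoxide product was detected by ferrous iron/xylenol orange as the 573 to 405 nm absorbance ratio. Arachidonic acid at 40 uM (final) was turned over for 30 min at room temperature by 150 nM human 12hLO, pH 7.0 Hepes buffer, after 15 min compound preincubation.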
Numbers without * were called inactive; [ ] = another dose, or the depositor's remark. % is set by controls: 0 for no effect and ±100 for the full control effect; potency is the fitted concentration of half-maximal effect. Not all compounds are listed; the hit share may differ from the screen's.

Screening CCn1ccc2oc(C)c(C(=O)N3CCN(c4cccc(C)c4C)CC3)c2c1=O returned 12-LOX inh 3%.
For O=C(NCc1ccc(F)cc1)N1CCC2(CC1)N(CC1CC1)C(=O)CS2=O (configuration not stated) the results were 12-LOX inh 25%.
COCCOC1CN(C2CCN(C(=O)c3ccc(C)s3)CC2)C12CCCCC2 (configuration not stated) was read as 12-LOX inh 2%.
Screening O=C(N[C@@H](Cc1cccnc1)C(=O)N1CCC[C@H]1C(=O)NCCc1ccccc1Cl)C1CCCC1 returned 12-LOX inh -12%.
For COc1ccc(CN2CCc3nc(C(=O)Nc4ccc(Cl)cc4)oc3CC2)cn1 the results were 12-LOX inh inconclusive.
Screening Cc1ncsc1C(=O)N1CCC2(CCCN(CC3CCCCC3)C2=O)C1 (configuration not stated) returned 12-LOX inh 21%.
For COc1ccc(OC)c(CNC(=O)COc2ccc(NC(C)=O)cn2)c1 the results were 12-LOX inh 14%.
For O=C(c1ccccc1)N1CCCCC12Cc1ccccc1NC2=O (configuration not stated) the results were 12-LOX inh 11%[176 µM].
`Cc1ccccc1CN1CCCC2(Cc3ccccc3CNC2=O)C1` (configuration not stated) gave 12-LOX inh inconclusive.
`CCC[C@H]1CN(Cc2snnc2C(C)C)C[C@@H]1NC(=O)COC` gave 12-LOX inh 0%.
`Cn1cc(CN2CCOC[C@H]2c2ncc(-c3ccc(S(C)(=O)=O)cc3)[nH]2)c2ccccc21` gave 12-LOX inh 34%[activator].
`COc1cccc([S+](=O)([O-])N2CCC3(C2)C(=O)N(Cc2ccccc2)c2ccccc23)c1` (configuration not stated) gave 12-LOX inh 23%.
For Cc1ccc(CNC(=O)c2ccc(-c3nnc4ccc(NC(=O)C5CCC5)cn34)cc2)cc1 the results were 12-LOX inh 6%.
For Cc1cc(C)n(CCC(=O)N[C@@H]2[C@@H]3CCO[C@@H]3[C@@H]2C2CCCC2)c(=O)n1 the results were 12-LOX inh 44%[activator].
Screening Cc1nn(-c2ccc(C(C)(C)C)cc2)c(C)c1[C@@H]1C=C[C@@H](NC(=O)c2cccs2)C1 returned 12-LOX inh inconclusive.
For CC(C)CN1C(=O)c2cccn2CC1C(=O)NCCN1CCOCC1 (configuration not stated) the results were 12-LOX inh 28%.
COc1cccc2c1NC(=O)CC2C(=O)N1CCc2c(nc[nH]c2=O)C1 (configuration not stated) was read as 12-LOX inh -10%.
For COc1ccc(C(=O)N2CCC3(CC2)N(C)C(=O)CS3(=O)=O)cn1 the results were 12-LOX inh 44%[activator].
COc1ccc(-c2ccc3nc(-c4ccccc4C)oc3c2)c(OC)c1OC was read as 12-LOX inh inconclusive.
COc1cccc(-c2ccc(NC(=O)C3CCCN3C(=O)C3(C)CC3)cc2)c1 (configuration not stated) was read as 12-LOX inh 23%.
`CC(C)(C)C(=O)N1CC[C@@H](CC(=O)O)[C@@H](CCN2CCC[C@H]2C(N)=O)C1` gave 12-LOX inh -24%[176 µM].
`COc1ccc(-c2cc(N3CCCC(NC(=O)c4ccc(C)nc4)C3)n[nH]2)cc1` (configuration not stated) gave 12-LOX inh -1%.
OCC1(Cc2ccc(F)cc2)CCCN(c2nc3ccccc3s2)C1 (configuration not stated) was read as 12-LOX inh inconclusive.
Screening O=C(O)C[C@@H]1CCN(C(=O)c2ccc(C(F)(F)F)cc2)C[C@@H]1CCN1CCN(c2ccc(F)cc2)CC1 returned 12-LOX inh 23%.
O=C(c1cccs1)C1CCCN(C(=O)c2ccc(N3CCCC3=O)cc2)C1 (configuration not stated) was read as 12-LOX inh 31%.
Cc1ccc(C(C)(O)c2nc3ccccc3s2)c(C)c1 (configuration not stated) was read as 12-LOX inh 0%[57.4 µM].
`CC(C)(O)C#Cc1ccc(C(=O)NCCN2Cc3ccccc3OC(c3ccccc3F)C2)o1` (configuration not stated) gave 12-LOX inh 0%.
`COC1CCC12CCN(C(=O)c1cccs1)CC2` (configuration not stated) gave 12-LOX inh 0%.
Screening O=C(Cn1ccn2nc(-c3ccccc3)c(CO)c2c1=O)Nc1ccc2c(c1)OCO2 returned 12-LOX inh -7%.
C1CCC(c2nc(CCOCC3CCOCC3)no2)NC1 (configuration not stated) was read as 12-LOX inh 36%.
For CN1CCC(Nc2nccc3c(=O)cc(N(C)c4ccccc4)oc23)CC1 the results were 12-LOX inh 22%[176 µM].
COCCN1C(=O)c2cccn2CC1CNC(=O)c1ccc(Cc2c(C)noc2C)o1 (configuration not stated) was read as 12-LOX inh 47%[activator].
Cc1nc(CN2CCN(CC3(O)CCNC3)CC2)cs1 (configuration not stated) was read as 12-LOX inh inconclusive.
`CCn1ccc(C(=O)N2CCCC(CO)CCNC(=O)CC2)n1` (configuration not stated) gave 12-LOX inh 6%.
COc1cc(CN2CCN(c3ncnc4[nH]ccc34)CC2CCO)cc(OC)c1 (configuration not stated) was read as 12-LOX inh 14%.
Screening O=C(O)Cn1ccc2cc(OCC3CCN(C(=O)OC4CCCC4)CC3)cnc21 returned 12-LOX inh 3%[176 µM].
`COc1ccc(C2(C(=O)N3CCC[C@H]3c3nc(-c4ccccc4Cl)no3)CC2)cc1` gave 12-LOX inh 18%.
Screening Cc1noc(C)c1S(=O)(=O)N1CCCC(CO)CCNC(=O)CC1 (configuration not stated) returned 12-LOX inh inconclusive.
Screening O=C(N1CCC2(CC1)[C@H](O)C[C@@H]2OCCO)C1(c2ccccc2)CCCC1 returned 12-LOX inh 5%.
Screening CCc1cn[nH]c1C1CCCN(C(=O)c2cnn(-c3ccccc3OC)c2)C1 (configuration not stated) returned 12-LOX inh 1%.
CC(C)C[C@@H](NC(=O)C1=C[C@@H](NC(=O)c2ccccc2Br)[C@@H](O)[C@H](O)C1)C(N)=O was read as 12-LOX inh 29%.
Screening COc1cccc(-c2ccc(NC(=O)C3=C(C(=O)O)CCC3)c(F)c2)c1 returned 12-LOX inh inconclusive.
Cc1cccc(C)c1NC(=O)N(C)CC1CCOC1 (configuration not stated) was read as 12-LOX inh 20%.
Screening Cc1cc(NC(=O)c2ccc3c(c2)N(C)C2CCCCN2C3=O)ccc1Cl (configuration not stated) returned 12-LOX inh inconclusive.
`CC(=O)NC[C@H]1OC[C@@H](NC2CCCC2)[C@@H]1O` gave 12-LOX inh 22%[176 µM].
`Cc1nc2cccnc2n1CC1CCCN(S(=O)(=O)Cc2ccc(Cl)cc2)C1` (configuration not stated) gave 12-LOX inh -9%.
COc1ccc(S[C@]2(c3nc(C)no3)CC(=O)N(S(=O)(=O)c3ccc(F)cc3)[C@@H]2c2ccc(OC)cc2)cc1 was read as 12-LOX inh -67%.
`CN(C)c1ccc(NC(=O)Cn2nc3n(c2=O)CCCCC3)cc1` gave 12-LOX inh -8%.
Screening COc1ccc(NC(=O)[C@@H]2C[C@@H](c3ccc(F)cc3)N(CCOc3ccccc3)C2)cn1 returned 12-LOX inh 32µM*.
CC(C)NC(=O)C[C@@H]1C[C@H]2O[C@H](CNC3CCCCC3)[C@@H](O)[C@H]2O1 was read as 12-LOX inh 16%[176 µM].
For O=C(OCc1ccccc1)N1CCCC2(C1)C(=NC1CCCC1)NC(=O)N2c1cc(F)cc(F)c1 (configuration not stated) the results were 12-LOX inh 17%.
Screening O=C(O)c1cccc(C2CCCN(C(=O)c3c(F)cccc3Cl)C2)c1 (configuration not stated) returned 12-LOX inh 2%.
`OCC1CCCN(c2nc3cc4c(cc3cc2CNCc2cccs2)OCO4)C1` (configuration not stated) gave 12-LOX inh 12%.
Screening Cc1ccc(C2=N/C(=C\c3coc4ccccc4c3=O)C(=O)O2)cc1 returned 12-LOX inh -6%.
Screening Fc1ccccc1-c1nnc([C@H]2CCN(Cc3ccccc3)C2)o1 returned 12-LOX inh 63%[activator][176 µM].
`O=C([C@@H]1C[C@H](Oc2cccnc2)CN1C(=O)NC1CCCCC1)N1CCOCC1` gave 12-LOX inh 76%[activator].
COc1ccc(Nc2nccc3c(=O)cc(-c4ccccn4)oc23)cc1OC was read as 12-LOX inh 12%[176 µM].
`O=C(c1ccccc1)N1CC[C@H](c2nc3ccc(F)cc3[nH]2)C1` gave 12-LOX inh -14%[176 µM].
For COc1cccc(C(=O)NC2CCCN(c3cc(-c4ccccc4)[nH]n3)C2)c1OC (configuration not stated) the results were 12-LOX inh 33%.
For CCCCS(=O)(=O)Nc1ccc([C@H]2OCC(=O)N(Cc3ccc(F)cc3)[C@@H]2CO)cc1 the results were 12-LOX inh 0%.
For Cc1cccc(N2CCN(c3nccc(-c4ccccn4)n3)CC2)n1 the results were 12-LOX inh 67%[activator].
For CC(C)c1nnc(C2CN(C(=O)c3ccc(F)cc3)CC23CCOCC3)o1 (configuration not stated) the results were 12-LOX inh 49%[activator].
`Cc1ccc(C#N)c(NCc2cccnc2Oc2cccc(C(F)(F)F)c2)n1` gave 12-LOX inh -6%.
Screening O=C(NCc1ccccc1)c1nc2c(o1)CCN(Cc1ccc(F)cc1)CC2 returned 12-LOX inh -11%[176 µM].
For COCC1CN(C(=O)NCc2ccc(OC)cc2)CC12CCNCC2 (configuration not stated) the results were 12-LOX inh 9%.
For CCc1nc(-c2c3n(c(=O)n(CC(=O)Nc4cccc(C#N)c4)c2=O)CCCCC3)no1 the results were 12-LOX inh 3%.
`O=C(Nc1ccc2c(c1)CCC2)c1nnn2c1COC(c1ccc(F)cc1)C2` (configuration not stated) gave 12-LOX inh 0%.
O=C1NC(C(=O)NCc2ccco2)Cn2cccc21 (configuration not stated) was read as 12-LOX inh -2%.
For O=C1C(N2CCN(S(=O)(=O)Cc3ccc(Cl)cc3)CC2)CCN1Cc1cccnc1 (configuration not stated) the results were 12-LOX inh 11%.
Screening O=C(NCc1ccc(F)c(F)c1)c1cnc(N2CCN(Cc3ccccc3)C2=O)s1 returned 12-LOX inh 0%.
Screening CC(=O)Nc1cccc(-c2csc(CN3CCCC(C)(NC(C)=O)C3)c2)c1 (configuration not stated) returned 12-LOX inh 6%[176 µM].
Screening CCCNC(=O)N1CCC2(CC1)CN(C(=O)CN1CCOCC1)[C@H](CO)c1[nH]c3cc(OC)ccc3c12 returned 12-LOX inh 8%.

For convenience, some entries already given.
Screening Cc1ccc(C2=N/C(=C\c3coc4ccccc4c3=O)C(=O)O2)cc1 returned 12-LOX inh -6%.
Screening Fc1ccccc1-c1nnc([C@H]2CCN(Cc3ccccc3)C2)o1 returned 12-LOX inh 63%[activator][176 µM].
`O=C([C@@H]1C[C@H](Oc2cccnc2)CN1C(=O)NC1CCCCC1)N1CCOCC1` gave 12-LOX inh 76%[activator].
COc1ccc(Nc2nccc3c(=O)cc(-c4ccccn4)oc23)cc1OC was read as 12-LOX inh 12%[176 µM].
`O=C(c1ccccc1)N1CC[C@H](c2nc3ccc(F)cc3[nH]2)C1` gave 12-LOX inh -14%[176 µM].
For COc1cccc(C(=O)NC2CCCN(c3cc(-c4ccccc4)[nH]n3)C2)c1OC (configuration not stated) the results were 12-LOX inh 33%.
For CCCCS(=O)(=O)Nc1ccc([C@H]2OCC(=O)N(Cc3ccc(F)cc3)[C@@H]2CO)cc1 the results were 12-LOX inh 0%.
For Cc1cccc(N2CCN(c3nccc(-c4ccccn4)n3)CC2)n1 the results were 12-LOX inh 67%[activator].
For CC(C)c1nnc(C2CN(C(=O)c3ccc(F)cc3)CC23CCOCC3)o1 (configuration not stated) the results were 12-LOX inh 49%[activator].
`Cc1ccc(C#N)c(NCc2cccnc2Oc2cccc(C(F)(F)F)c2)n1` gave 12-LOX inh -6%.
Screening O=C(NCc1ccccc1)c1nc2c(o1)CCN(Cc1ccc(F)cc1)CC2 returned 12-LOX inh -11%[176 µM].
For COCC1CN(C(=O)NCc2ccc(OC)cc2)CC12CCNCC2 (configuration not stated) the results were 12-LOX inh 9%.
For CCc1nc(-c2c3n(c(=O)n(CC(=O)Nc4cccc(C#N)c4)c2=O)CCCCC3)no1 the results were 12-LOX inh 3%.
`O=C(Nc1ccc2c(c1)CCC2)c1nnn2c1COC(c1ccc(F)cc1)C2` (configuration not stated) gave 12-LOX inh 0%.
O=C1NC(C(=O)NCc2ccco2)Cn2cccc21 (configuration not stated) was read as 12-LOX inh -2%.
For O=C1C(N2CCN(S(=O)(=O)Cc3ccc(Cl)cc3)CC2)CCN1Cc1cccnc1 (configuration not stated) the results were 12-LOX inh 11%.

(list continues)
For Cc1ccccc1CN1C[C@@H]2C[C@H]1C(=O)N(C)c1ccccc1O2 the results were 12-LOX inh 14%[176 µM].
For CCOC(=O)C1CSCCS(=O)(=O)N1Cc1ccc(F)cc1 (configuration not stated) the results were 12-LOX inh 79%[activator].
Cc1ccccc1CN1Cc2nc(-c3ccccc3)ccc2OCC1=O was read as 12-LOX inh -11%[176 µM].
O=C(O)[C@H](Cc1ccccc1)NC(=O)[C@H]1O[C@@H](n2ccc(=O)[nH]c2=O)[C@H](O)[C@@H]1O was read as 12-LOX inh inconclusive.
For Cc1ccc(C)c(CN2CCC(CNC(=O)C3CCCN(c4ncnc5c4nc4n5CCCCC4)C3)CC2)c1 (configuration not stated) the results were 12-LOX inh 23%.
Cc1ncsc1C1N(C2CCN(C(=O)C3CCC3)CC2)C(=O)C12CCCC2 (configuration not stated) was read as 12-LOX inh 16%.
Screening O=C1NCCCCCN(C(=O)C2CCC2)[C@@H]2C[C@@H](C(=O)N3CCc4ccccc4C3)C[C@H]12 returned 12-LOX inh 33%[activator].
Screening O=C([C@@H]1C[C@H](F)CN1C(=O)c1cccc(C(F)(F)F)c1)N1CCCCC1 returned 12-LOX inh 15%.
O=C(Nc1ccc([C@@H](O)[C@H]2COCC(=O)N2Cc2ccc(C(F)(F)F)cc2)cc1)C1CCCC1 was read as 12-LOX inh 1%.
Screening CS(=O)(=O)N[C@@H]1[C@@H](NC(=O)c2cn3ccsc3n2)[C@H]2CCO[C@H]21 returned 12-LOX inh 25%.
`O=C1Nc2ccc(-c3ccc4c(c3)OCO4)cc2C(=O)N2CC[C@H](NC(=O)N3CCOCC3)[C@@H]12` gave 12-LOX inh -2%.

Source: PubChem BioAssay
